Assay outcomes deposited in PubChem BioAssay by several laboratories.
CF NFkB block = blocks PAF-induced NF-kB reporter in cystic fibrosis cells; KKLEB NF-kB-GFP reporter, GFP fluorescence overnight; inhibition, % at 5 µM; 360,000 tested, 0.86% active; AID 588850;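 active = at least 50% inhibition at 5 µM, scaled per plate between neutral and stimulator controls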;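 note: PAF is a Pseudomonas aeruginosa culture filtrate used as stimulus; plate controls were PAF-stimulated DMSO wells for no effect and unstimulated DMSO wells for full effect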
EBV LMP1 NFkB = inhibitors of Epstein-Barr LMP1-induced NF-kappaB reporter | inhibition, % at 12.5 µM | 350,000 tested, 0.69% active | LMP1-induced NF-kappaB luciferase reporter cells, luminescence | AID 504558; in the data active = inhibition above about 41%;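 note: 0% = neutral control wells and 100% = reference inhibitor control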
SRC1 inh = inhibits human SRC1 coactivator | AID 588354 | 360,000 tested, 0.12% active | Q15788 | HEK293 GAL4-SRC1 luciferase reporter, luminescence | inhibition, % at 3.6 µM;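 active = inhibition above the campaign mean plus 3 SD, with each screening campaign given its own cutoff, cut at about 60% in these data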;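 note: 0% = DMSO treated cells and 100% = gossypol at 36 µM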
Shn3 inh set2 = reduces Shn3 3'UTR luciferase signal in osteoblasts; Clone20 osteoblast Shn3 3'UTR firefly luciferase, 24 h; inhibition, % at 12.5 µM; AID 588674; 360,000 tested, 0.52% active;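 active = mean inhibition of at least 75% with every replicate also reaching 75%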;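 note: 0% = median of neutral control wells and 100% = pilot-screen positive control compound; some compounds past the cut are filed as inactive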
TRAIL sens C8 = sensitizes caspase-8 expressing cells to TRAIL; NB7+C8 cells + TRAIL, ATPlite viability luminescence; inhibition (viability loss, TRAIL sensitization), % at 10 µM; 360,000 tested, 1% active; AID 624354;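 active = compounds causing at least 50% loss of cell viability in the single-dose screen, relative to plate controls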
KKLEB cytotox = reduces viability of KKLEB cystic fibrosis airway cells. 360,000 tested, 0.36% active. activity change (cytotoxicity), % at 5 µM. AID 602141. KKLEB CF airway cells viability, ATPlite luminescence, overnight; active compounds read low; cells stimulated with P. aeruginosa culture filtrate;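 active = corrected activity change at or below -50% at 5 µM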
TROY signal inh = blocks TROY-dependent signaling in reporter cells. Q293 LMP1-TROYcd NF-kB luciferase reporter, 4 h. inhibition, % at 10 µM. 360,000 tested, 0.98% active. AID 1347056;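 active = compounds whose plate-normalised and pattern-corrected inhibition of the luciferase reporter signal at the single screening dose is 50% or more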
SRC3 inh = inhibits human SRC3 coactivator | Q9Y6Q9 | HEK293 GAL4-SRC3 luciferase reporter, luminescence | inhibition, % at 3.6 µM | 360,000 tested, 0.17% active | AID 588352;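 active = inhibition above a per-campaign cutoff, the mean of all compounds plus 3 SD, cut at about 60% in these data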;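 note: 0% = DMSO-treated cells and 100% = gossypol-treated cells at 36 µM; higher means less SRC3-driven luciferase light from the GAL4 reporter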
Target sequence (Q9Y6Q9 whole entry, looked up, the tested form may be a part): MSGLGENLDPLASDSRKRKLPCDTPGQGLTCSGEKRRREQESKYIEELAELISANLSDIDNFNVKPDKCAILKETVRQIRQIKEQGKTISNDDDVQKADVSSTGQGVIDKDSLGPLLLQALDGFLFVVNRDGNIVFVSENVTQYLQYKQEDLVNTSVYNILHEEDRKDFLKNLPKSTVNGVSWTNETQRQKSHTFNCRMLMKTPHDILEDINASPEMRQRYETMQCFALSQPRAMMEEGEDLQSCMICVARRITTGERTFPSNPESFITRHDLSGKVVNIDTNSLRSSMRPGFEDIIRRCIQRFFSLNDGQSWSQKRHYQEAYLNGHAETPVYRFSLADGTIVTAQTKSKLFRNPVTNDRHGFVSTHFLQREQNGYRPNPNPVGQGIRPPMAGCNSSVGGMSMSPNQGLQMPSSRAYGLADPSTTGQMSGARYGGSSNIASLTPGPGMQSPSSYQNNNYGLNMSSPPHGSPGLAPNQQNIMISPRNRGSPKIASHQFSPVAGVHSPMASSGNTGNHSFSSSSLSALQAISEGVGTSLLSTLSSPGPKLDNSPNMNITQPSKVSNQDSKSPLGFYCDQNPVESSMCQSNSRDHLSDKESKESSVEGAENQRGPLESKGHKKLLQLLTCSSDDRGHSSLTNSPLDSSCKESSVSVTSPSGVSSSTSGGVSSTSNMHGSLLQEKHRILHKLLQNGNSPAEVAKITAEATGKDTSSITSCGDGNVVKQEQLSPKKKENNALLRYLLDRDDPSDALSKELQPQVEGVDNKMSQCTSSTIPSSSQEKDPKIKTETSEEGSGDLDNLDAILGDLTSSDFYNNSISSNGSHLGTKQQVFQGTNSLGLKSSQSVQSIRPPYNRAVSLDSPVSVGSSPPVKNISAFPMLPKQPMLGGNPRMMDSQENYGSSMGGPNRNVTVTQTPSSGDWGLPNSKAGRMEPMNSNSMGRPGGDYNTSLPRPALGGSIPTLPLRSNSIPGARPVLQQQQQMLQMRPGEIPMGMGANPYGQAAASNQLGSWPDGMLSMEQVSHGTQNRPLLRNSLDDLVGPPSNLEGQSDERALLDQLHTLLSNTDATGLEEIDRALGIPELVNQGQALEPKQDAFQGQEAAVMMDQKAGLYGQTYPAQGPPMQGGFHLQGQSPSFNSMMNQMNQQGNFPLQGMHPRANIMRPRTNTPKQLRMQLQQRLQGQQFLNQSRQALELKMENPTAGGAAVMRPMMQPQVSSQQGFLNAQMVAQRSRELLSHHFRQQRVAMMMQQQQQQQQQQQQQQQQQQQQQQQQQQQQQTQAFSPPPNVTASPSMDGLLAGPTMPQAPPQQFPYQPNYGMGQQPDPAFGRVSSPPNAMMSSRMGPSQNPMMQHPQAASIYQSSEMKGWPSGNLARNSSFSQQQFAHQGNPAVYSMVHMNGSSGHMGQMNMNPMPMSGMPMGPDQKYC
LRH-1 inv ag = suppresses constitutive activity of human LRH-1. O00482. HEK293T StAR-luciferase reporter, LRH-1 transfected, 24 h. inhibition, % at 3.6 µM. 360,000 tested, 0.13% active;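 active = inhibition above the mean inhibition of all tested compounds plus 3 SD, cut at about 73% in these data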;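 note: 0% = DMSO wells and 100% = reporter-only cells lacking LRH-1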
NR2F2 inh = blocks human COUP-TFII nuclear receptor; P24468; HEK293T NGFI-A luciferase reporter, luminescence; inhibition, % at 8.6 µM; 370,000 tested, 0.7% active; AID 686940;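 active = inhibition above a per-plate cutoff, mean inhibition of test wells between control levels plus 3 SD, cut at about 38% in these data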;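 note: cells cotransfected with COUP-TFII expression vector driving the NGFI-A reporter; 0% = median of COUP-TF2 test wells and 100% = reporter-only cells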
TWEAK Fn14 block = blocks TWEAK-Fn14 interaction in a reporter cell assay; TWEAK-stimulated Fn14 reporter cells, luciferase luminescence, 8 h; inhibition, % at 10 µM; 360,000 tested, 2% active; in the data active = inhibition above about 50%
* hit, by the source's call; . = no result given. A portion of the library; rates above refer to the full screens.

SMILES	CF NFkB block	EBV LMP1 NFkB	SRC1 inh	Shn3 inh set2	TRAIL sens C8	KKLEB cytotox	TROY signal inh	SRC3 inh	LRH-1 inv ag	NR2F2 inh	TWEAK Fn14 block
Cc1ccc(-n2c(Cc3ccccc3)n[nH]c2=S)c(C)c1	-25	-4	3	-5	-4	10	-3	1	-3	-19	-17
CN1CCN(CC(=O)Nc2ccc(OC(F)(F)F)cc2)CC1	-6	6	0	16	4	4	0	-1	-12	1	9
O=C(NCc1cccc(Cl)c1)NCc1cccc(Cl)c1	15	1	5	-8	7	1	-4	7	-8	2	-14
CCOC(=O)c1ccc(NC(=O)CSc2nnc(COc3ccccc3OC)n2CC)cc1	4	3	1	7	13	5	-4	13	13	6	-11
Cn1nnnc1SCC(=O)Nc1cccc([N+](=O)[O-])c1	-12	-7	-3	-23	6	-2	-22	-2	22	0	1
CCC(C)N1CCCCC1C(=O)Nc1c(C)cc(C)cc1C (stereo not drawn)	-1	-10	-38	-6	-2	-9	-8	17	-24	-1	-22
Cc1ccc(C(=O)COC(=O)c2ccccc2N2C(=O)C3C4CCC(C4)C3C2=O)cc1C (stereo not drawn)	13	-2	2	31	9	-2	2	-5	-15	-4	-2
COc1cccc(NC(=O)c2ccccc2-c2nc(-c3cccc(C)c3)no2)c1	-22	-12	-11	-10	1	10	-37	-1	-22	12	25
COc1ccc(Nc2nc(NCC3CCCO3)c3ccccc3n2)c(OC)c1 (stereo not drawn)	-9	-4	13	14	7	-6	2	22	6	8	-74
CC(=O)Nc1cccc(NC(=S)Nc2cccc(Cl)c2Cl)c1	-8	-1	-9	-4	-3	1	-25	10	1	-7	-18
CC(C)(C)C(=O)Nc1nc(-c2ccc3c(c2)OCO3)cs1	6	-29	-84	-46	8	-2	-52	-63	-164	-27	25
COc1cccc(C(=O)Oc2cc(C)[nH]c(=O)c2[N+](=O)[O-])c1	11	2	4	13	-6	0	10	2	-1	15	2
C=CCn1cnc2c(nnn2-c2ccc(C)c(Cl)c2)c1=O	4	-7	11	1	-3	-3	-34	2	-13	-21	10
COc1cccc(Cn2cnc3c([N+](=O)[O-])c(C)c(C)cc32)c1	16	10	-46	23	-6	-18	-6	-1	-17	9	12
O=[N+]([O-])c1ccc2nonc2c1Nc1cccc(F)c1	9	12	7	-2	6	-15	14	-8	4	-3	1
CCc1cccc(C)c1NC(=O)C1CCN(C(=O)c2ccc([N+](=O)[O-])cc2)CC1	-8	1	7	2	7	12	-10	7	0	4	1
CSC(=N/N=C(\N)c1cnccn1)SC	1	43*	-14	-16	3	4	-9	5	-43	5	-18
COc1ccc2[nH]c(C)c(CCNC(=S)Nc3ccc(F)cc3)c2c1	-2	10	12	20	6	10	22	-1	-1	6	-7
Cc1cc(C)cc(NC(=S)N2CCC(NC(=O)c3ccco3)CC2)c1	-2	1	9	12	-13	7	-11	7	-8	2	6
Nc1nnnn1/N=C/c1cc(Cl)cc(Cl)c1O	5	4	3	-39	-1	4	10	7	17	-12	7
COc1cccc(C(=O)/C=C/c2ccc(SC)cc2)c1	8	-6	-9	-5	-7	-25	-77	6	17	5	-10
O=C(c1ccco1)N1C(=O)c2cccc3cccc1c23	-2	-2	-26	-4	5	2	-11	16	10	-5	6
Cc1ccc(OCC(=O)O/N=C(\N)c2ccncc2)cc1C	-8	-13	-76	-18	12	1	-18	-61	-42	-33	-23
COCCCNC(=O)C[C@H]1C[C@H](C(=O)N2CCOCC2)[C@@]2(C)c3[nH]c4cc(-c5ccco5)ccc4c3CCN2C1=O	16	-5	10	-16	4	-2	-2	12	2	4	-5
O=C(N/N=C/C1CC2C=CC1C2)c1ccccc1O (stereo not drawn)	15	3	-13	.	-11	14	-38	-2	-18	-3	0

Quoted at random: 2 compounds from above
SMILES	CF NFkB block	EBV LMP1 NFkB	SRC1 inh	Shn3 inh set2	TRAIL sens C8	KKLEB cytotox	TROY signal inh	SRC3 inh	LRH-1 inv ag	NR2F2 inh	TWEAK Fn14 block
Cc1ccc(OCC(=O)O/N=C(\N)c2ccncc2)cc1C	-8	-13	-76	-18	12	1	-18	-61	-42	-33	-23
O=C(c1ccco1)N1C(=O)c2cccc3cccc1c23	-2	-2	-26	-4	5	2	-11	16	10	-5	6

(next part)
SMILES	CF NFkB block	EBV LMP1 NFkB	SRC1 inh	Shn3 inh set2	TRAIL sens C8	KKLEB cytotox	TROY signal inh	SRC3 inh	LRH-1 inv ag	NR2F2 inh	TWEAK Fn14 block
CN(CC(=O)Nc1ccccc1F)Cc1cccs1	6	-17	-25	-1	-7	-2	1	0	10	19	4
COc1ccc(CN2CCN(C3CCOCC3)CC2CCO)c(C)c1C (stereo not drawn)	-7	-11	-1	-2	-6	0	1	6	5	5	2
COc1ccccc1C(=O)NCC(=O)NCCC(c1ccccc1)c1ccccc1	0	-2	0	1	4	0	6	-5	-9	2	19
Cc1cccc(-c2ncc(CN3CCN(CCC(C)C)C(CCO)C3)cn2)c1 (stereo not drawn)	10	0	-21	-6	5	-2	6	6	-2	0	4
Cc1ccc(NC(=O)COc2cccnc2[N+](=O)[O-])cc1S(=O)(=O)N1CCOCC1	-1	1	3	-4	-1	1	2	-16	-15	11	-12
Cc1nc(SCC(N)=O)c(C#N)c(C)c1C	8	-2	-11	5	11	3	-3	24	9	8	-6
CCOC(=O)c1c(NC(=O)CSc2nnc(-c3cccnc3)o2)sc2c1CCC2	-3	6	3	19	2	-2	4	-3	-9	7	-6
FC(F)(F)c1cccc(NC(=S)NCc2ccc(Cl)cc2)c1	28	-4	6	27	3	5	60*	19	28	-3	57*
O=C(c1cc(COc2c(F)cccc2F)on1)N1CCSCC1	19	-22	-49	-33	0	-2	-17	-40	-52	-7	-5
Cc1cc(C)n2nc(C(=O)OCC(=O)Nc3ccc(F)cc3F)nc2n1	-3	-1	-8	10	-9	20	2	-1	3	-13	-5
COc1ccc(OC/C(O)=C(\C#N)c2nc3ccccc3[nH]2)cc1	-13	5	-9	-7	1	-12	-27	15	7	-9	-3
COCCNC(=O)C(c1cccnc1)N(Cc1ccccc1)C(=O)Cn1nnc2ccccc21 (stereo not drawn)	12	-5	-19	-30	-1	-3	-15	-18	-43	-31	3
Cc1ccsc1C(=O)N/N=C/c1ccc([N+](=O)[O-])cc1	-32	-16	-88	-46	13	9	-65	-61	-84	-35	-7
COc1ccc(C=O)cc1COc1ccc(C)cc1[N+](=O)[O-]	0	5	-53	13	8	-9	-14	-14	-4	-3	-1
O=C(CSc1nc2ccccc2nc1N1CCCC1)Nc1ccc(Cl)cc1	27	-14	-6	-15	-7	-20	-11	-21	-34	0	33
CSCCC(C)N1CCC(Oc2ccc(C(=O)N3CCCC3)cc2)CC1 (stereo not drawn)	-6	-8	-25	-2	-5	10	17	5	-6	-3	20
O=C1CN(C(=O)COC(=O)CNC(=O)c2ccccc2)c2ccccc2N1	0	5	-2	-10	-2	-3	5	22	-5	-7	-3
Nc1ccc(S(=O)(=O)NC2(C(F)(F)F)NC(=O)N(Cc3ccccc3)C2=O)cc1 (stereo not drawn)	-2	-3	2	2	0	-2	3	-15	-14	11	8
CSc1cccc(NC(=O)C2CCCN(S(=O)(=O)c3ccc(F)cc3)C2)c1 (stereo not drawn)	16	-4	7	22	2	-7	18	11	-1	22	30
CCOC(=O)c1cccc(NC(=O)CSc2nc(N)cc(N)n2)c1	-20	0	15	3	15	-1	4	8	16	16	0
COc1ccc(Oc2nnc(C)c3ccccc23)cc1	-5	-38	-80	-78	4	0	-10	-91	-94	-52	-8
CN(C)C(=O)c1ccc(OCC(F)(F)F)nc1	-6	2	1	.	-19	10	2	7	10	-7	5
COc1ccc(-c2noc(CSc3nnc(Cc4ccccc4)n3-c3ccc(Cl)cc3)n2)cc1	4	5	3	40	0	-9	11	1	-9	-1	10
O=C(COC(=O)c1cc(S(=O)(=O)Nc2ccccc2Cl)ccc1O)Nc1nc2ccccc2s1	-10	-6	-20	4	19	2	60*	-72	25	-17	-11
CC1Cc2ccccc2N1C(=O)CSc1nc(-c2ccco2)cc(C(F)(F)F)n1 (stereo not drawn)	4	-8	-9	-18	8	16	9	11	-2	-12	-14
COc1ccc(CN2CCC(Oc3cc(C(=O)NC4CC4)ccc3OC)CC2)c(O)c1	-4	-4	2	1	-14	-2	4	-3	13	-5	-13
O=c1[nH]ncc(NCCCO)c1Cl	-11	-1	5	-1	24	-13	19	8	9	-14	3
CCOC(=O)c1cc2c(n(-c3ccc(C)cc3)c1=O)CCCC2=O	-1	-3	-12	-17	-3	9	15	13	10	-13	-1

Of the compounds above, these contain fluorine:
SMILES	CF NFkB block	EBV LMP1 NFkB	SRC1 inh	Shn3 inh set2	TRAIL sens C8	KKLEB cytotox	TROY signal inh	SRC3 inh	LRH-1 inv ag	NR2F2 inh	TWEAK Fn14 block
CN1CCN(CC(=O)Nc2ccc(OC(F)(F)F)cc2)CC1	-6	6	0	16	4	4	0	-1	-12	1	9
O=[N+]([O-])c1ccc2nonc2c1Nc1cccc(F)c1	9	12	7	-2	6	-15	14	-8	4	-3	1
COc1ccc2[nH]c(C)c(CCNC(=S)Nc3ccc(F)cc3)c2c1	-2	10	12	20	6	10	22	-1	-1	6	-7
CN(CC(=O)Nc1ccccc1F)Cc1cccs1	6	-17	-25	-1	-7	-2	1	0	10	19	4
FC(F)(F)c1cccc(NC(=S)NCc2ccc(Cl)cc2)c1	28	-4	6	27	3	5	60*	19	28	-3	57*
O=C(c1cc(COc2c(F)cccc2F)on1)N1CCSCC1	19	-22	-49	-33	0	-2	-17	-40	-52	-7	-5
Cc1cc(C)n2nc(C(=O)OCC(=O)Nc3ccc(F)cc3F)nc2n1	-3	-1	-8	10	-9	20	2	-1	3	-13	-5
Nc1ccc(S(=O)(=O)NC2(C(F)(F)F)NC(=O)N(Cc3ccccc3)C2=O)cc1 (stereo not drawn)	-2	-3	2	2	0	-2	3	-15	-14	11	8
CSc1cccc(NC(=O)C2CCCN(S(=O)(=O)c3ccc(F)cc3)C2)c1 (stereo not drawn)	16	-4	7	22	2	-7	18	11	-1	22	30
CN(C)C(=O)c1ccc(OCC(F)(F)F)nc1	-6	2	1	.	-19	10	2	7	10	-7	5
CC1Cc2ccccc2N1C(=O)CSc1nc(-c2ccco2)cc(C(F)(F)F)n1 (stereo not drawn)	4	-8	-9	-18	8	16	9	11	-2	-12	-14
